# MITF inh = blocks human microphthalmia-associated transcription factor; inhibition, % at 2.6 µM; O75030; AID 1259374; AlphaScreen MITF homodimerization, bead proximity signal; hit rate 0.91% among 650,000; in the data active = inhibition above about 50%;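 note: 0% = vehicle wells with protein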
# Target sequence (O75030 whole entry, looked up): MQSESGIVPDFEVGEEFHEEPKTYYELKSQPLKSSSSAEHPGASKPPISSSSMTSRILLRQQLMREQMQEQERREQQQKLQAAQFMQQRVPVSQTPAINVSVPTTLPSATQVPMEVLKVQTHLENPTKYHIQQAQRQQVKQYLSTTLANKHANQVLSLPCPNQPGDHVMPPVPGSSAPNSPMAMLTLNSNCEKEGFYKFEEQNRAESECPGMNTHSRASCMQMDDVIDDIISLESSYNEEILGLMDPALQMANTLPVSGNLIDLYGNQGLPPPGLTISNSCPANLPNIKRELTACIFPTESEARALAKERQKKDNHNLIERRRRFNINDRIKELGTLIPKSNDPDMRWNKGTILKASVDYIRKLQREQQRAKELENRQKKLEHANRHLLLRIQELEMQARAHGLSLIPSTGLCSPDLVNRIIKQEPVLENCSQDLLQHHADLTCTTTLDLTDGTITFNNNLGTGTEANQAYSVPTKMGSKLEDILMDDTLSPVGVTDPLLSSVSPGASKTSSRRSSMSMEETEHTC
# GPR151 activ = activators of human GPR151; activation, % at 11.2 µM; PathHunter beta-arrestin GPR151 cells, luminescence; Q8TDV0; hit rate 1% among 650,000; in the data active = activation above about 4.9%;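 note: 0% = median of compound wells and 100% = cells with positive control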
# Target sequence (Q8TDV0 whole entry, looked up): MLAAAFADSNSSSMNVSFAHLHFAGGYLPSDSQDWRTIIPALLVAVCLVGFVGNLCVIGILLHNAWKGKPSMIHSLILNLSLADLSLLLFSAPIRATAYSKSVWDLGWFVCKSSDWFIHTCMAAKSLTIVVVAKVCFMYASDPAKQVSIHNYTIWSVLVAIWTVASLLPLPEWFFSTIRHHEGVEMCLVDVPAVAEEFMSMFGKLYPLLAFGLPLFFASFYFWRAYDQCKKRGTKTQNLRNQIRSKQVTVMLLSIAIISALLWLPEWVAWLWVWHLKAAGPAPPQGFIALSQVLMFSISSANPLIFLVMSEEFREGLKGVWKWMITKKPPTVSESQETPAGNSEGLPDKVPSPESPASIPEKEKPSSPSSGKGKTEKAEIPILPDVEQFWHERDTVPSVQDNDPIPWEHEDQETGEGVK
# TEAD-YAP block = TEAD-YAP interaction inhibition | HEK-TIYL cells, TEAD-Gal4/YAP UAS-luciferase luminescence | inhibition, % at 9.12 µM | hit rate 1.4% among 640,000 | AID 1259422; in the data active = inhibition above about 32%;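 note: 0% = median of test compound wells and 100% = reference inhibitor wells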
# FBW7 act = human FBW7 E3 ligase activation, primary screen; AID 1259310; AlphaScreen FBW7–phospho-cyclin E peptide binding, activator screen; hit rate 0.13% among 650,000; Q969H0; normalized activity (activation), % at 26.1 µM; in the data active = normalized activity above about 1.9%;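 note: purified mutant Fbw7 with reduced substrate affinity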
# Starred values were filed as active, the others as inactive; & = joins results of further samples.
molecule	MITF inh	GPR151 activ	TEAD-YAP block	FBW7 act
CCOC(=O)CNC(=O)C(C)NC(=O)C(Cc1ccc(OCc2ccccc2)cc1)NC(=O)OC(C)(C)C (stereo unspecified)	4	0.8	1	-0.1
CC12CCC(C(C)(C)O)C(CC(=O)O1)C2 (stereo unspecified)	19	-1.5	8	0.3
O=C(CSc1nc(-c2ccco2)cc(C(F)(F)F)n1)Nc1cccnc1	8	1.5	48*	-0.1
CCOc1ccccc1Nc1ncc(C(=O)OC)c2ccccc12	-20	-1.4	10	1.4
Cc1cccc(C(=O)Nc2ccc3nc(SCC(=O)N4CCOCC4)sc3c2)c1	-3	4.5	-1	0.0
Cc1ccc(S(=O)(=O)Nc2sc3c(c2C(=O)O)CCCC3)cc1	0	3.2	-1	0.0
O=[N+]([O-])c1ccc2nc(CSc3nnnn3-c3ccccc3)[nH]c2c1	6	1.8	12	-0.1
CC(=O)c1ccc(NC(=O)CN2CCN(c3cccc(C(F)(F)F)c3)CC2)cc1	14	-0.5	2	0.6
C=CCn1c(SCC(=O)NCCc2ccccc2)nc2c1c(=O)n(C)c(=O)n2C	10	-1.0	12	-0.1
OC(COc1ccccc1)CN1CCN(Cc2ccccc2)CC1 (stereo unspecified)	10	0.4	11	0.6
COc1cc(OC)cc(-n2nc(C(=O)Nc3cc(C)ccc3OC)c3ccccc3c2=O)c1	4	-0.3	-6	0.0
CCCC(=O)Nc1ccc(NC(=O)c2ccccn2)cn1	7	3.5	3	1.6
CN(C)S(=O)(=O)N1CCC(Oc2cccc(C(=O)NCCCC3CCCC3)c2)CC1	4	-0.5	-33	-0.1
O=C(Nc1ccc(S(=O)(=O)N2CCCCC2c2cccnc2)cc1)c1ccc(F)cc1 (stereo unspecified)	-5	-1.6	7	-0.1
Cc1ccc(C2N(c3ccc(Cl)cc3)C(=O)C3CCCN32)o1 (stereo unspecified)	12	2.1	14	1.4
Cc1[nH]c2ccc(OC(F)(F)F)cc2c1CCNC(=O)c1cccc(F)c1F	0	3.5	1	0.0
CCCN(C(=O)c1cccc(Cl)c1)C1(C(=O)Nc2ccccc2)CCN(C)CC1	-12	0.7	-2	-0.1
O=C1C=C(Nc2ccccc2C(=O)O)c2ccccc2C1=O	0	0.3	-2	-0.1
CS(=O)(=O)N1CCCC(c2nnc(Cc3ccccc3)s2)C1 (stereo unspecified)	0	3.4	3	-0.1
NC(=O)CSc1nnc(SCc2ccc(Cl)cc2)s1	-6	1.1	-16	-0.2
Oc1c(C(c2ccc(Cl)cc2)N2CCOCC2)ccc2cccnc12 (stereo unspecified)	-5	-0.4	78*	-0.1
CC(NC(=O)CSc1nc2ccccc2c(=O)n1N)c1ccccc1 (stereo unspecified)	-5	4.5	-1	-0.1
CCOc1ccc(CCNC(=O)C2CC(=O)N(Cc3ccc(OC)cc3)C(=Nc3ccc(F)cc3)S2)cc1OCC (stereo unspecified)	5	-1.1	-6	0.1
CCc1nnc(SCC(=O)Nc2ccc(NC(C)=O)cc2)n1-n1cccc1	-7	-1.5	6	0.2
COc1ccc(OC)c2c1sc(=NC(=O)c1ccco1)n2C	-15	5.3*	-13	-0.1
O=c1[nH]c2ccc(S(=O)(=O)Nc3ccc4c(c3)OCCO4)cc2[nH]c1=O	-5	-1.0	12	0.2
COc1ccc(C(C)=O)cc1COC(=O)c1cccnc1Cl	10	2.1	10	-0.1
CCOc1ccc(NS(=O)(=O)c2ccc3[nH]c(=O)[nH]c3c2)cc1	-4	-1.2	-7	0.2
Cc1cccc(NC(=O)/C(=C\c2ccco2)NC(=O)c2ccsc2)c1	2	1.3	-11	-0.1
CCCOc1ccc(/C(O)=C2/C(=O)C(=O)N(CCCN3CCOCC3)C2c2ccc(Br)cc2)c(C)c1 (stereo unspecified)	0	-0.7	-5	-0.1

# Sorted by number of heavy atoms (largest number first): part of the list above.
molecule	MITF inh	GPR151 activ	TEAD-YAP block	FBW7 act
CCOc1ccc(CCNC(=O)C2CC(=O)N(Cc3ccc(OC)cc3)C(=Nc3ccc(F)cc3)S2)cc1OCC (stereo unspecified)	5	-1.1	-6	0.1
O=C(CSc1nc(-c2ccco2)cc(C(F)(F)F)n1)Nc1cccnc1	8	1.5	48*	-0.1
CC(NC(=O)CSc1nc2ccccc2c(=O)n1N)c1ccccc1 (stereo unspecified)	-5	4.5	-1	-0.1
OC(COc1ccccc1)CN1CCN(Cc2ccccc2)CC1 (stereo unspecified)	10	0.4	11	0.6
CCCC(=O)Nc1ccc(NC(=O)c2ccccn2)cn1	7	3.5	3	1.6
NC(=O)CSc1nnc(SCc2ccc(Cl)cc2)s1	-6	1.1	-16	-0.2

# Additional entries follow:
molecule	MITF inh	GPR151 activ	TEAD-YAP block	FBW7 act
CCC1(CC)NC(=O)N(CC(=O)Nc2ccc(C(N)=O)cc2)C1=O	6	-1.6	9	-0.2
CCOc1cc(NC(=O)c2c(OC)cccc2OC)c(OCC)cc1NC(=O)CC	5	-1.2	-2	-0.1
N#Cc1c(NC(=O)c2cnn3cccnc23)sc2c1CCC2	1	-2.0	-15	0.0
COc1ccc(C2CC(C(F)(F)F)n3ncc(C(=O)Nc4sc5c(c4C#N)CCC(C)C5)c3N2)cc1OC (stereo unspecified)	17	2.0	-6	-0.1
CC(C)OC(=O)c1cnn2c(C(F)(F)F)cc(-c3ccc(F)cc3)nc12	5	-0.1	-3	0.0
COc1ccc(N2C(=O)NC(=O)/C(=C\c3ccc(Br)s3)C2=O)cc1	-6	0.4	-3	-0.1
CC(C)(CNS(=O)(=O)c1ccccc1)CNS(=O)(=O)c1ccccc1	4	0.4	-2	-0.2
CCOCCOC(=O)C1=C(C)NC(=O)NC1c1ccc2c(c1)OCO2 (stereo unspecified)	-6	-0.5	-4	-0.1
O=[N+]([O-])c1ccc(NC(=S)NCCc2c[nH]c3ccccc23)cc1	18	-0.2	-2	0.5
Cc1ccc(OCC(=O)Nc2nnc(C(C)C)s2)c(Br)c1	-2	1.5	-23	-0.1
Cc1ccc(S(=O)(=O)NC(CC(=O)N2CCc3ccccc32)c2ccco2)cc1 (stereo unspecified)	7	-0.1	5	0.1
O=C(COc1ccc(-c2ccccc2)cc1)NNC(=O)c1ccco1	-5	-0.8	1	0.0
CC(=O)C1C(c2ccc(Br)cc2)NC(=O)NC1(O)C(F)(F)F (stereo unspecified)	9	-0.8	9	0.1
CCCOc1ccccc1C1C2=C(CC(c3ccc(OC)cc3)CC2=O)Nc2ccccc2N1C(=O)CC (stereo unspecified)	9	1.1	4	-0.1
O=C(CSc1nnc2ccc(-c3ccccc3)nn12)NC1CCCC1	10	-1.8	1	0.1
Cc1cn(-c2nc(-c3ccccc3)oc2-c2ccccc2)c(=O)nc1NCCO	0	-0.1	5	0.0
CC(C)Cn1c(=O)[nH]c2nc(-c3cnn(C)c3)cnc21	11	0.0	0	-0.1
CC(=O)Nc1nonc1N1C(=N)S/C(=C\c2ccc(-c3cccc(F)c3)o2)C1=O	11	1.3	0	0.4
COc1ccc(/C(O)=C2/C(=O)C(=O)N(Cc3ccncc3)C2c2cccc(Oc3ccccc3)c2)cc1 (stereo unspecified)	-2	-0.4	5	-0.1
CC1CN(C2CCC2)Cc2ccccc2O1 (stereo unspecified)	28	-0.3	6	1.5
O=C(COc1nncc2ccccc12)Nc1ccc2ccccc2c1	-4	0.6	2	-0.1
O=C(N/N=C1\CCc2nonc2C1)c1ccc(O)cc1	3	1.5	-8	-0.1
CSc1nc(-c2ccc([N+](=O)[O-])cc2)nc(C(Cl)Cl)n1	22	-1.4	-1	0.4
CCOC(=O)c1cccc(NC(=O)CSc2nc3sc(C)c(C)c3c(=O)[nH]2)c1	4	0.0	5	0.0
O=C(NC1CC1)c1ccc(-c2nc3ncnc(NCc4nc5ccccc5[nH]4)c3[nH]2)cc1	1	6.3*	-19	0.0
CCn1c(=O)c2cc(C(=O)N3CCN(c4ccccn4)CC3)sc2c2ccccc21	-20	0.1	4	0.0
CN1CCN(CCCOc2cccc([N+](=O)[O-])c2)CC1	5	-0.1	2	-0.1
CC1CCN(Cc2c(C(=O)N/N=C/c3ccccc3O)nnn2-c2nonc2N)CC1	7	0.1	14	0.2
Cc1ccc2nc(/C(C#N)=C/c3c(Cl)ccc([N+](=O)[O-])c3Cl)[nH]c2c1	9	-0.7	1	0.3
O=C(Nc1ccc(S(=O)(=O)N2CCc3ccccc32)cc1)c1ccc(F)cc1	0	-0.9	0	0.1

# (further entries)
smiles,MITF inh,GPR151 activ,TEAD-YAP block,FBW7 act
Cn1cc(C(=O)NC2CCCCCC2)c(=O)c2cc(S(=O)(=O)N3CCCC3)ccc21,8,1.4,-7,0.0
Cc1ccc(C)c(S(=O)(=O)NCc2nc(N3CCCC3)c3cc(Cl)ccc3n2)c1,-8,-0.5,-8,0.1
Cc1ccc(C(=O)c2sc3nc4c(c(-c5ccco5)c3c2N)CCC4)cc1,-9,0.0,3,0.1
O=C(CN1C(=O)c2ccccc2S1(=O)=O)Nc1cccc2ccccc12,4,0.5,-2,0.2
COc1cc(SC)ccc1C(=O)Nc1ccc(S(=O)(=O)N2CCCCC2C)cc1 (stereo unspecified),6,-0.5,-2,0.5
Cc1c(C(=O)N2CCC(C(N)=O)CC2)sc2nc(-c3cccc([N+](=O)[O-])c3)cn12,7,-0.2,-45,-0.1
N#CCc1c(C#N)c(N)nc(N2CCCCCC2)c1C#N,-6,-0.4,-19,0.0
COc1ccc(Cl)cc1NC(=O)c1ccccc1SC,7,0.5,4,0.2
Cc1nnc(NC(=O)CSc2nc(C)c(Cc3ccccc3)c(=O)[nH]2)s1,-12,-1.2,3,0.4
CC(C)(C)C(=O)NC(=S)Nc1ccc(C(=O)O)cc1,8,-1.9,-18,0.6
FC(F)(F)Oc1cccc(-c2cnc3c(NCc4ccncc4)nccn23)c1,8,-0.6,20,0.3
COc1cccc(C2(CC(=O)N(C)CC(C)C)CC(=O)N(CCN(C)C)C2=O)c1 (stereo unspecified),2,1.4,4,-0.1
Cn1cccc1CN(Cc1cccs1)C(=O)/C=C/c1ccco1,23,-1.2,-11,-0.1
Cc1ccc(C(=O)Nc2ccc(-c3nc4ccc(C)cc4s3)cc2)cc1,-6,-0.4,-14,0.1
CCOC(=O)c1c(N2C(=N)SCC2=O)sc2c1CCCC2,1,2.4,4,-0.1
CCCCc1ccc(N2CCn3c2nc2c3c(=O)n(CCOC)c(=O)n2C)cc1,-6,4.4,0,-0.3
CC(=O)OC1OCCOC1OC(C)=O (stereo unspecified),-7,0.7,-3,-0.1
Cc1ccccc1-n1c(=O)c2ccccc2n2nnnc12,15,0.9,6,0.1
C=CCN(C(=O)C(F)(F)F)C(C(=O)NC1CCCCC1)c1cccs1 (stereo unspecified),13,-0.9,2,0.5
O=C(CCCO)N/N=C/c1cccc([N+](=O)[O-])c1,-5&5,1.1&1.6,6&4,-0.1&0.1
C=CCSC1=C(C#N)C(c2ccc(Cl)cc2)C(C(=O)OC)C(=O)N1 (stereo unspecified),22,-0.8,-9,0.1
CC(Sc1nc(=O)cc(N)n1-c1ccccc1)C(=O)Nc1ccc(S(N)(=O)=O)cc1 (stereo unspecified),-1,0.0,2,0.0
CCOC(CCn1c(SCC(N)=O)nc2c(sc3ccccc32)c1=O)OCC,2,-0.2,-9,0.1
COc1ccc(C2NC(=O)N(C)C(C)=C2C(=O)OC2CCCCCC2)cc1 (stereo unspecified),21,0.1,-16,0.8
CC1=C(CCN[C@@H]2C[C@@H](C(=O)NC(C)C)N(Cc3ccncc3)C2)C(C)(C)CCC1,3,-0.5,-1,0.1
COc1ccc(CN2CCc3c(C(=O)NCCC(C)C)c(OC)cc(=O)n3CC2)cc1O,-19,-0.1,3,-0.1
O=C(CN1CCC(O)(c2cccnc2)CC1)NC1CCCC1,6,3.1,4,0.1
CCCCOC(=O)Nc1ccc(OC)cc1S(=O)(=O)N1CCOCC1,-6,0.8,11,0.0
CCOC(=O)C1CCN(C(=O)CCN2C(=O)C3C4C=CC(C4)C3C2=O)CC1 (stereo unspecified),10,-1.4,-12,0.0
CC(C)COC(=O)c1cc(-c2ccc(Br)cc2)nc2ccccc12,1,0.9,-13,0.2
O=C1CC(c2ccc(O)cc2)Oc2ccccc21 (stereo unspecified),0,-11,-34,-0.1
O=S(=O)(NC1=NCCC1)c1cccc(NS(=O)(=O)c2ccc3c(c2)OCCO3)c1,8,-1.0,2,0.2
CC(Oc1ccc(F)cc1)C(=O)NCCc1ccccc1 (stereo unspecified),7,-1.5,-4,0.4
c1csc(-c2nnn(CC3COc4ccccc4O3)n2)c1 (stereo unspecified),-13,-1.1,-3,-0.1
CCN(CC)C(=O)CSc1nnc2scc(-c3cc(OC)ccc3OC)n12,-2,-0.1,-11,-0.1
CC1(C)CC2CC(C)(CN2S(=O)(=O)c2ccc(C(=O)Nc3nc(-c4nc5ccccc5s4)cs3)cc2)C1 (stereo unspecified),9,-0.2,-1,0.3
O=C(c1ccc2c(=O)n(Cc3ccc(Cl)cc3)c(=S)[nH]c2c1)N1CCN(c2ncccn2)CC1,-2,-0.5,-2,0.0

# High-throughput results (PubChem BioAssay)

# This is a random part of the collection; 3.4% or so of the library scored in one or more.
